# Assay outcomes (PubChem BioAssay)
# RAD52 anneal inh: RAD52 (human) annealing inhibition; actives 0.46% (n = 360,000); inhibition, % at 18.7 µM; AID 651710; P43351; recombinant RAD52 DNA annealing, FRET fluorescence;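 active = every replicate showing at least 50% inhibition; inconclusive = mean inhibition at least 50% but not in every replicate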
# INS-1E GSIS act: primary screen for activators of insulin secretion dependent on glucose, INS-1E cells, GLuc reporter luminescence. actives 0.61% (n = 370,000). INS-1E GLuc reporter insulin secretion, 2-3 h. activation, % at 16.6 µM;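 active = lowest replicate activation of at least 40%, so every replicate reaches that level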;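 also: 0% = median of neutral control wells and 100% = median of IBMX positive control wells; some compounds called inactive have numbers as strong as hits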
# DENV2 CPE: DENV2-induced cell death inhibition | CPE inhibition, % at 9.99 µM | actives 1.7% (n = 350,000) | AID 651640 | DENV2-infected cells, cytopathic effect rescue, plate reader; in the data active = CPE inhibition above about 20%, passing the limit was not always enough; inconclusive = no clear call, values can overlap the other calls; tested in BHK-21 cells;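 also: 0% = median of neutral control wells and 100% = median of positive control wells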
# E-selectin induc: E-selectin induction on HUVECs | P16581 | HUVEC E-selectin immunofluorescence imaging; normalized: neutral wells 0, TNF-alpha wells 100 | activation, % at 7.58 µM | actives 0.37% (n = 260,000);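 active = mean E-selectin-positive cell signal at least 10% of the positive control, reached in at least 60% of replicates, without over 20% cell loss; inconclusive = no rule given, readout overlaps actives, possibly toxicity-flagged; inactive = the rest, including those meeting only one limit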;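 also: in these data hits start at about 27%; measured in HUVEC primary endothelial cells; signal is the percent of cells scored E-selectin positive by PE staining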
# Target sequence (P16581 whole entry, looked up): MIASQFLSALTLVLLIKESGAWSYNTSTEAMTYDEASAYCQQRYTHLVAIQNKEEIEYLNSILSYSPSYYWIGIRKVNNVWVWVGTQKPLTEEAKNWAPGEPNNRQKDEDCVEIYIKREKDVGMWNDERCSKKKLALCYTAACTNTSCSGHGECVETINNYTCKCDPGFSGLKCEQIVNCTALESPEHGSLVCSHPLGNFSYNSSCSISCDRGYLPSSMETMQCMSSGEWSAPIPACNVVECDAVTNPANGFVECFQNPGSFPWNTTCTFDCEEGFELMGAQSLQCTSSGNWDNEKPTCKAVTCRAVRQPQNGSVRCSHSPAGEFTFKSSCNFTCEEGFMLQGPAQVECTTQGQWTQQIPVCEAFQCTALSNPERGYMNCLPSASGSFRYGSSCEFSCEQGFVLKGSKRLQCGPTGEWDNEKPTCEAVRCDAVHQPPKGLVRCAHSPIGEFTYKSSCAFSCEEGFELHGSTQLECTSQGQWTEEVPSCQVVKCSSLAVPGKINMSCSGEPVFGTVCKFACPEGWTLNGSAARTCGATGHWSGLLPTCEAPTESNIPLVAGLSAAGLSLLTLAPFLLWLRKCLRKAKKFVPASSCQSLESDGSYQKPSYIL
#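 System: HUVEC / Compound: single concentration / Signal: immunofluorescence imaging / Read-out: percent E-selectin-positive cells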
# RAD54 branch: inhibitors of human RAD54 branch migration | Q92698 | inhibition, % at 10.4 µM | RAD54 Holliday junction branch migration, FAM/BHQ fluorescence | AID 602329 | actives 0.14% (n = 360,000);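 active = mean normalized replicate activity at least 40 and at least half of replicates scoring 40 or more; inconclusive = only one of the two criteria met; inactive = mean below 40 and under half of replicates reaching 40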;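 also: 0% = median of neutral control wells and 100% = median of positive control wells; inhibitors cause a drop in the FAM fluorescence signal; in these data hits start at about 50%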
# XiGFP reactiv: reactivates the inactive X chromosome in mouse fibroblasts | XiGFP mouse fibroblasts, % GFP-positive cells imaging, 3 d; cells co-treated with 5-aza-dC sensitizer; scaled so ellipticine positive control = 100% | actives 0.055% (n = 360,000) | activation, % at 7.58 µM;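 active = mean normalized replicate activation at least 10% and every replicate at or above 10%; inconclusive = only one of the two criteria met; inactive = mean below 10% and not all replicates reach 10%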;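 also: 0% = median of on-plate neutral control wells and 100% = ellipticine 6 µM median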
#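 System: SV40-immortalized XiGFP fibroblast cells, line 68-5-11 / Incubation: 3-day compound exposure, then 15 min fixation at room temperature / Compound: single concentration per compound, delivered by pin transfer / Buffer or medium: DMEM plus 5-aza-dC sensitizer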
# CASP6 VEID inh: caspase-6 (human) enzyme inhibition. P55212. purified caspase-6, Z-VEID-R110 cleavage fluorescence. inhibition, % at 12.5 µM. actives 0.53% (n = 350,000). AID 686996;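 active = mean inhibition across replicates at least about 35%, with every replicate also reaching that limit, limit read from the data; inconclusive = only one of the two criteria met; inactive = neither criterion met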;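 also: 0% = median of neutral control wells and 100% = no fluorescence left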
# Target sequence (P55212 24-179 limits assumed): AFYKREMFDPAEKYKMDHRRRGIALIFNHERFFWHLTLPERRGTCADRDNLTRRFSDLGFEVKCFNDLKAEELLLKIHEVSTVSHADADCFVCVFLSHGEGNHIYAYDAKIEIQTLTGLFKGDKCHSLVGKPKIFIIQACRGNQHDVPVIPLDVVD
# Target sequence (P55212 194-293 limits assumed): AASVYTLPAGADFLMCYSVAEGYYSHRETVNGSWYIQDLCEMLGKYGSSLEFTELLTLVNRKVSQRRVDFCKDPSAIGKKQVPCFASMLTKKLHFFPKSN
# F508del corr: correctors of CFTR F508del function in bronchial epithelial cells; CFBE cells, YFP halide quenching; stimulated with forskolin plus potentiator P3; % fluorescence drop versus neutral controls; AID 720511; actives 0.36% (n = 350,000); activity (quench increase), % at 7.58 µM;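 active = mean added fluorescence quench of at least 8% versus neutral control, with both replicates also reaching 8%; inconclusive = only one of the mean or replicate conditions met; inactive = mean below 8% and not both replicates reaching 8%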;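 also: cells transiently co-express mutant CFTR-F508del with the halide-sensitive YFP; corrector assay measuring rescue of mutant channel to the surface after 24 h compound exposure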
# * marks the source's active call; other numbers are inactive results; ? = inconclusive; . = no result given. Outcome played no part in choosing rows. About 3.7% of those tested had a hit in this group.
nr	SMILES	RAD52 anneal inh	INS-1E GSIS act	DENV2 CPE	E-selectin induc	RAD54 branch	XiGFP reactiv	CASP6 VEID inh	F508del corr
1	O=C(COc1coc(CN2CCN(c3ccccc3)CC2)cc1=O)Nc1ccccc1F	-1.2	30.5	-2.4	1.5	-3.3	0.0	2.1	-3.1
2	COC(=O)c1cc2sccc2n1CC(=O)Nc1cc(OC)cc(OC)c1	-10.2	1.8	5.7	.	1.7	.	.	3.8
3	CCCCNC(=O)c1cc2c(=O)n3cccc(C)c3nc2n(Cc2ccccc2)c1=N	18.9	-10.6	7.2	.	29.8	.	4.1	2.9
4	CCOc1ccc(S(=O)(=O)N(C)CC(=O)NCc2ccco2)cc1	-22.7	-1.4	6.0	-0.1	-9.3	0.2	-1.0	-0.8
5	COc1ccc(-c2ccc3c(c2)O[C@@H](CN(C)CC2CC2)[C@@H](C)CN([C@H](C)CO)S3(=O)=O)cc1	.	-3.9	.	-0.1	.	0.1	.	-2.8
6	O=C(C[C@@H]1CC[C@@H]2[C@H](COC[C@H](O)CN2C(=O)C2CC2)O1)NCc1ccncc1	6.6	8.6	-1.6	0.1	9.3	0.1	0.0	-2.2
7	O=C(CCn1c(=S)[nH]c2cc3c(cc2c1=O)OCO3)NCc1ccccc1Cl	-17.8	9.2	15.3	.	-2.6	-0.1	-1.3	1.4
8	O=C(COC(=O)c1cccnc1Cl)Nc1ccc2c(c1)OCO2	-16.5	8.8	2.4	1.7	2.0	0.0	0.6	-1.4
9	Cc1c(C(=O)NC(c2ccccn2)C(F)(F)F)oc2c(F)cccc12 (configuration not stated)	-12.8	3.5	-0.9	-0.1	.	0.0	-1.9	-0.9
10	Cc1ccc(S(=O)(=O)N(C)C[C@H]2Oc3ccc(NS(=O)(=O)c4ccc(F)cc4)cc3C(=O)N([C@H](C)CO)C[C@@H]2C)cc1	.	-14.6	81.8*	1.2	-7.4	0.1	.	3.1
11	COc1cc(CCC(=O)OCC(=O)Nc2ccc(Br)cc2F)cc(OC)c1OC	-10.7	-10.3	-13.8	0.0	-8.9	0.1	1.0	0.4
12	CC(C)Oc1cccc(C(=O)C2CCCN(S(=O)(=O)C(C)C)C2)c1 (configuration not stated)	-5.0	-3.5	-1.8	.	.	0.1	1.5	-4.2
13	CC(C)NC(=O)Nc1ccc2c(c1)C(=O)N([C@@H](C)CO)C[C@@H](C)[C@@H](CN(C)C)OCCCC[C@@H](C)O2	-19.9	23.7	2.4	0.6	8.7	0.0	2.2	-1.0
14	COc1ccc(NC(=S)N2C3CCC2CC(NC(=O)NC24CC5CC(CC(C5)C2)C4)C3)c(OC)c1 (configuration not stated)	-0.1	-0.8	1.3	.	4.5	.	-1.6	-5.2
15	Cc1ccc(C)n1-c1ccc(C(=O)NCc2ccncc2)cc1	-25.2	-9.5	3.0	.	.	0.1	-1.5	0.1
16	C[C@H]1CN([C@@H](C)CO)C(=O)Cc2cc(NS(=O)(=O)c3ccc(F)cc3)ccc2O[C@@H]1CN(C)S(=O)(=O)c1ccccc1	7.2	-8.0	-5.8	0.5	2.7	0.2	0.3	-1.9
17	Cn1nnc2cc(NC(=O)Nc3cccc(C(F)(F)F)c3)ccc21	-12.2	18.7	12.3	.	-4.0	0.0	1.5	0.8
18	C[C@@H](NC(=O)[C@@H]1Cc2ccccc2CN1)C(=O)NC1CCCCC1	-5.4	6.2	3.0	.	-3.4	0.4	3.1	-1.4
19	CO[C@H]1CN(C)C(=O)c2ccc(NC(=O)Nc3cccc(Cl)c3)cc2OC[C@@H](C)NC[C@@H]1C	24.1	-1.6	-10.8	0.0	7.6	-0.3	-4.1	-1.3
20	Cc1ccc(-n2c(-c3ccncc3)n[nH]c2=S)cc1C	-10.5	9.2	-5.3	.	-4.1	0.1	-2.1	-1.8
21	Cc1ccc2ncccc2c1N	1.3	-19.1	-1.7	7.8	1.0	0.0	0.9	-2.1
22	COc1ccccc1N1CCN(C2=CC(=O)CCC2)CC1	-18.4	6.1	.	.	-8.2	.	-4.0	.
23	CN(C)S(=O)(=O)c1cccc(NC(=O)CN2C(=O)NC(CCc3ccccc3)C2=O)c1 (configuration not stated)	7.0	-5.4	1.8	.	.	0.1	-1.1	5.7
24	CC(C)(C)[S@@](=O)N1Cc2cc(C(=O)O)nc(-c3cccc(-c4cccc(F)c4)c3)c2[C@H]1CCO	-22.6	-2.4	-2.6	-0.1	.	0.0	-2.5	0.6
25	N/C(=N\N=C\c1cccs1)SC1CC(=O)N(c2cccc([N+](=O)[O-])c2)C1=O (configuration not stated)	0.1	2.0	-3.9	.	.	0.0	-1.0	0.0
26	Cc1onc(-c2ccccc2)c1NC(=O)N(CCC(=O)O)Cc1ccccc1	-9.6	-5.5	10.7	.	3.2	0.3	-2.1	.
27	COC(=O)C1=C(C)N(Cc2ccccc2)C(=S)N[C@H]1c1ccc(Br)cc1	-38.5	-7.8	?	-0.2	-1.0	0.1	-2.5	-5.0
28	COc1cccc(S(=O)(=O)N(C)C[C@H]2Oc3cc(C4=CCCC4)ccc3S(=O)(=O)N([C@@H](C)CO)C[C@@H]2C)c1	8.5	-2.9	19.3	0.4	-9.0	0.0	0.5	4.8
29	Cc1ccc(S(=O)(=O)C(C#N)c2nc3ccccc3nc2OCCO)cc1 (configuration not stated)	-26.2	13.1	3.6	2.9	.	0.1	0.5	-0.1
30	CCN(CC)CCN(C(=O)c1ccc(N2C(=O)CCC2=O)cc1)c1nc2cc3c(cc2s1)OCO3	40.8	-14.0	-4.2	.	.	-0.1	5.8	0.1
31	CC(=O)c1cccc(NS(=O)(=O)c2ccc(-c3cnc(C4CC4)o3)cc2)c1	-16.5	-50.7	-2.1	.	3.0	0.1	2.6	-0.8
32	CCN(C(=O)CCN1C(=O)S/C(=C\c2ccccc2)C1=O)C1CCS(=O)(=O)C1 (configuration not stated)	-29.6	5.1	9.1	.	-0.4	0.1	.	1.3
33	Cc1ccc(C)n1CCN1CCN(C(=O)c2ccc(Cl)cc2)CC1	-10.9	14.5	1.6	0.1	-3.6	0.1	-5.7	-1.7
34	O=C(Nc1ccc(C(=O)N2CCCCC2)cc1)Nc1cccc(Cl)c1	-23.0	-21.7	3.8	0.1	-2.5	0.0	-0.1	-8.0
35	COc1ccc(NCCc2ccccn2)cc1	4.8	-2.7	-0.8	6.3	-1.8	0.0	6.7	0.2
36	COc1ccc(C#Cc2ccc([C@@H]3[C@@H](CO)N4CCCCN(C)C[C@@H]34)cc2)cc1	44.9	8.6	-24.9	1.1	18.4	0.1	0.5	-11.1
37	O=C(NCC1CCCO1)C(=O)NCC(c1ccco1)N1CCN(c2ccc(F)cc2)CC1 (configuration not stated)	-8.8	-5.7	-1.2	.	2.1	0.0	0.3	-0.9
38	Cc1ccc(Cc2c(-c3cccc(Cl)c3)nc3ccc(Br)cn23)cc1	-16.6	.	-9.2	.	1.0	0.0	12.4	0.2
39	Cc1ccnc2nc(C(=O)OCC(=O)N(C)C3CCCCC3)nn12	-4.1	.	-8.5	-0.2	-7.7	-0.1	-1.3	1.0
40	COc1ccc(CN(C)C[C@H]2OCCCC[C@@H](C)Oc3ccc(NC(=O)NC4CCCCC4)cc3C(=O)N([C@H](C)CO)C[C@@H]2C)cc1	10.9	-25.4	1.9	-0.3	-11.4	0.4	-1.1	-1.7

# Compound profiles (already shown). Screens in order: RAD52 anneal inh, INS-1E GSIS act, DENV2 CPE, E-selectin induc, RAD54 branch, XiGFP reactiv, CASP6 VEID inh, F508del corr
# Cc1c(C(=O)NC(c2ccccn2)C(F)(F)F)oc2c(F)cccc12 (configuration not stated) is entered as -12.8, 3.5, -0.9, -0.1, ., 0.0, -1.9, -0.9
# CCN(CC)CCN(C(=O)c1ccc(N2C(=O)CCC2=O)cc1)c1nc2cc3c(cc2s1)OCO3 is entered as 40.8, -14.0, -4.2, ., ., -0.1, 5.8, 0.1
# Cc1ccc(Cc2c(-c3cccc(Cl)c3)nc3ccc(Br)cn23)cc1 is entered as -16.6, ., -9.2, ., 1.0, 0.0, 12.4, 0.2

# Following part.
no.	compound	RAD52 anneal inh	INS-1E GSIS act	DENV2 CPE	E-selectin induc	RAD54 branch	XiGFP reactiv	CASP6 VEID inh	F508del corr
41	Cc1cccc2c1-c1sc(C(=O)Nc3cccc([N+](=O)[O-])c3C)cc1CO2	-28.1	0.0	-18.9	0.5	.	0.1	-3.9	0.9
42	Cc1cccc(NC(=O)Cn2ccn(-c3ccc4c(c3)OCCO4)c(=O)c2=O)c1	-17.9	11.6	1.4	.	-3.9	0.0	-4.3	0.9
43	O=C(O)c1ccc(Nc2nc(-c3cc4ccccc4oc3=O)cs2)cc1O	3.4	6.9	4.1	.	.	0.0	29.0	-2.7
44	FC(F)(F)c1ccccc1NC(=S)N1CCCCCC1	-14.9	0.0	5.1	-0.1	-8.0	-0.1	-4.0	2.5
45	COc1cccc(N(CC(=O)Nc2cccnc2)S(C)(=O)=O)c1	4.2	3.8	5.3	.	4.2	0.0	0.6	2.5
46	COc1ccc(C/C(C)=N/NC(=S)Nc2ccc(C(C)C)cc2)cc1	.	25.5	.	1.6	-2.8	-0.2	.	.
47	COc1ccc(NC(=O)N(C)C[C@@H]2OCCCC[C@@H](C)Oc3ccc(NC(=O)Nc4ccc5c(c4)OCO5)cc3C(=O)N([C@H](C)CO)C[C@H]2C)cc1	4.9	-3.9	-2.4	0.0	11.4	0.0	2.4	2.3
48	O=C(NCc1ccc(Cl)cc1)C1CCCN(c2ncnc3c2nc2n3CCCCC2)C1 (configuration not stated)	18.0	-3.2	0.6	.	-5.8	0.0	3.6	1.1
49	CCCNC(=O)C1(C)CCCN(Cc2ccccc2C#N)C1 (configuration not stated)	-44.4	28.9	4.5	-0.1	-2.7	-0.3	0.1	-2.8
50	COc1ccc(CC(=O)NC(C)CCc2ccccc2)cc1OC (configuration not stated)	-12.2	17.3	0.1	0.1	4.3	0.0	-0.9	-1.6
51	CC(C)c1ccc(N(C(=O)c2csnn2)C(C(=O)NC(C)(C)C)c2cccnc2)cc1 (configuration not stated)	-6.1	7.3	2.7	.	.	0.1	2.4	-1.9
52	CC(=O)NNC(=O)CC(=O)Nc1nc(C23CC4CC(CC(C4)C2)C3)cs1	-13.5	.	1.7	0.0	.	0.2	1.3	.
53	N#CCc1cccnc1Sc1ccc(Cl)cc1	-2.1	24.6	1.0	.	.	-0.2	-1.1	1.9
54	COC(=O)C(Cc1c[nH]c2ccccc12)NC(=O)C1CC1 (configuration not stated)	-0.3	-7.1	-8.8	0.2	-2.5	0.2	0.2	-2.1
55	Cc1ccc(Cn2c(N3CCN(CCO)CC3)nc3c2c(=O)n(C)c(=O)n3C)cc1	-7.3	3.6	-4.7	.	3.4	0.0	-3.5	1.6
